Lamin A splicing: qHTS Assay for Modulators of Lamin A Splicing. HeLa LMNA splicing GFP/RFP minigene ratio, 48 h. AID 1487, 2009. actives 0.01% (n = 200,000). Potency, µM (series often up to 46.1 µM), for the others: top-dose ratio change, negative = inhibition, usual class: inhibitors; active means well fitted inhibition curve with a large enough effect in the signal ratio, with a control signal flat, not every such curve was filed as active; inconclusive means small, poorly fitted or top-dose-only effect, or effect the other way, or a change in a side signal; the % refers to the signal ratio; further: potency means the concentration at half of the fitted maximal effect; on the % scale 0 is the no-effect control and ±100 the full control effect
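S3 HeLa cells stably expressing lamin A-EGFP splicing minigene plus DsRed2, 600 cells/well, 48 h compound exposure at 37C. Laser-scanning cytometry; analysed as GFP (500-530 nm)/RFP (575-640 nm) total intensity ratio; 0.5% DMSO vehicle.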
CBFb RUNX1 block: qHTS Assay for Compounds Blocking the Interaction Between CBF-beta and RUNX1 for the Treatment of Acute Myeloid Leukemia; 230,000 tested, under 10 active; Runt-related transcription factor 1 (Homo sapiens) + Core-binding factor subunit beta …; Potency, µM (top dose mostly 59.8 µM), inactives show at the top dose activity, negative = inhibition, usual class: inhibitors; AlphaScreen CBFb-His/RUNX1-biotin binding, biochemical; further: % of control where 0% means no effect
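Compounds were screened at multiple concentrations against a preformed CBF-beta(His)/RUNX1(biotin) complex (30 nM of each) for 15 min at room temperature, followed by 90 min with nickel and streptavidin beads and AlphaScreen reading.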
KinaseGlo FLuc: Counterscreen for Luciferase (Kinase-Glo TM) Inhibition; Potency, µM (series often up to 38.3 µM), for the others: top-dose activity change, negative = inhibition, usual class: inhibitors; Luciferin 4-monooxygenase (Photuris pensylvanica), Q27757; Kinase-Glo luciferase, ATP luminescence, 8 min; actives 0.28% (n = 200,000); further: potency means the concentration at half of the fitted maximal effect; on the % scale 0 is the no-effect control and ±100 the full control effect; nearly all actives have a fitted effect of over 60% in size
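Inhibition of Kinase-Glo luciferase light generation was assessed at 10 uM ATP in pH 7.2 imidazole buffer, with luminescence measured after eight minutes at ambient temperature.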
NPSR antagonist: qHTS Assay for Antagonists of the Neuropeptide S Receptor: cAMP Signal Transduction; Potency, µM (titrated, usually from 38.3 µM), inactives show at the highest dose activity change, negative = inhibition, actives largely listed as inhibitors; CHO-NPSR cells, cAMP TR-FRET, antagonist mode; Q6W5P4; actives 1% (n = 220,000); further: potency means the concentration at half of the fitted maximal effect; on the % scale 0 is the no-effect control and ±100 the full control effect; nearly all actives have a fitted effect of over 50% in size; many of its hits are not listed in these tables
Target sequence (Q6W5P4 whole entry, looked up): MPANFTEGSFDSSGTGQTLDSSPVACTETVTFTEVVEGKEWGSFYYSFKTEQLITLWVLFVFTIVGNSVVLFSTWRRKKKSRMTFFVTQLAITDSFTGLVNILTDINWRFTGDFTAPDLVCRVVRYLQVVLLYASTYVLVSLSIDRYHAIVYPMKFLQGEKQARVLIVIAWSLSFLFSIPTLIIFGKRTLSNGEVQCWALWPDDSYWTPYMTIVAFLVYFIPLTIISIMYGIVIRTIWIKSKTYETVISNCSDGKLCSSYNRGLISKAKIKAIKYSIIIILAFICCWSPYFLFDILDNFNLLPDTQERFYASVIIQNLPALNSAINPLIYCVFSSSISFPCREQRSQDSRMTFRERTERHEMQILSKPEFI
aGal spleen mod: qHTS Assay for Inhibitors and Activators of Human alpha-Galactosidase From Spleen Homogenate; Alpha-galactosidase A (Homo sapiens), P06280; human spleen homogenate, 4MU-alpha-Gal fluorescence, 40 min; Potency, µM (titrated, usually from 80 µM), inactives show at the top dose activity change, negative = inhibition, most hits filed as inhibitors; actives 0.008% (n = 240,000); AID 2107, 2009;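 further: potency means the concentration at half of the fitted maximal effect; 0% = enzyme with vehicle and -100% = no enzyme basal signal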
Target sequence (P06280 32-429 limits assumed): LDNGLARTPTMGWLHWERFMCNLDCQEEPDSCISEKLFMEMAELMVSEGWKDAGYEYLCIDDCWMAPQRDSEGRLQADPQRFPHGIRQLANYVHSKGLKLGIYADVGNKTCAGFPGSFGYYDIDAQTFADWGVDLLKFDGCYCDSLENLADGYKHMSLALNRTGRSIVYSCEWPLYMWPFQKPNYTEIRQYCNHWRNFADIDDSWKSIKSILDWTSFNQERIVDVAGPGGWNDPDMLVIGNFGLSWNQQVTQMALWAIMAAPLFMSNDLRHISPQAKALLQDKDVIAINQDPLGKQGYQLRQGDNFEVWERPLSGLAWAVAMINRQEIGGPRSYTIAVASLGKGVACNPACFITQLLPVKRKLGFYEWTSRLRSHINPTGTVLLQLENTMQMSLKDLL
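Fluorogenic readout (Ex 365/Em 440 nm) of 4-methylumbelliferone released from 1 mM 4-MU-alpha-galactoside by spleen homogenate, 40 min at 37C, pH 5.0. Data normalized to no-enzyme and enzyme controls; Hill-equation AC50 from compound titrations.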
Epigenetic derep: Quantitative High-Throughput Screen for Regulators of Epigenetic Control; Potency, µM (doses to about 53.9 µM), inactives show top-dose GFP activation, most hits filed as activators; actives 0.2% (n = 280,000); murine LDR cells, GFP reporter derepression, 30 h; further: potency means the concentration at half of the fitted maximal effect; % of control where 0% means no effect; nearly all actives have a fitted effect of over 60% in size
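Readout is the number of GFP-expressing murine LDR cells, counted by cytometry following washing. Cells were treated with compound for 30 h at 37 C; the stably integrated CMV-GFP locus is normally silent.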
IMPase Li cell: qHTS Assay for Identifying the Cell-Membrane Permeable IMPase Inhibitors: Potentiation with Lithium | CHO-M1 cells, IP1 TR-FRET (IP-One), carbachol + lithium | Potency, µM (series often up to 59.4 µM), for inactives: at the highest dose activity, negative = IMPase inhibition, most hits filed as inhibitors | actives 0.35% (n = 210,000) | AID 1457, 2008;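 further: IP1 builds up when IMPase is blocked and the TR-FRET signal falls; potency means the concentration at half of the fitted maximal effect; plate controls were basal vehicle for no effect and high inhibitor control for full effect; nearly all actives have a fitted effect of over 50% in size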
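Lithium-sensitised IP1 accumulation assay; M1-expressing CHO cells treated 30 min at 37C with compound. Competitive antibody detection by time-resolved FRET followed a 10 min room-temperature lysis step.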
The depositor's hits bear a star; u = inconclusive; x = not tested or not shown; [ ] = remark or other dose. Unless noted, the call rests on the fitted dose curve; in most records, active means well fitted curve in the direction sought with a large enough effect; inconclusive means small, poorly fitted or top-dose-only effect, or another doubt; inactive means no such curve, though single readings can be large; an effect the other way counts as inactive or inconclusive. An excerpt (hit frequency here may not be typical).

#	canonical_smiles	NPSR antagonist	IMPase Li cell	Epigenetic derep	CBFb RUNX1 block	Lamin A splicing	KinaseGlo FLuc	aGal spleen mod
1	CC1CC(C)(C)NC(=S)N1CCC(=O)N1CCN(Cc2ccccc2)CC1 (configuration not stated)	13.6%	4.3%	0.0%	6.0%	2.4%[9.22 µM]	2.9%	8.2%
2	C=CCCCCCCCCc1nc(SCC(C)=O)n[nH]1	-12.9%	x	0.5%	-5.8%	x	x	-2.1%
3	CN(C(=O)/C=C/c1ccc([N+](=O)[O-])s1)c1ccccc1	-28.7%	20.6%	-0.2%	-23.5%	u	0.6%	-5.3%
4	O=C(NC1CCCCC1)C(c1cccnc1)N(CCc1ccccc1)C(=O)Cc1cccs1 (configuration not stated)	-4.8%	9.7%	0.0%	-0.8%	-15.2%	2.5%	-15.0%
5	CCOC(=O)N1CCC(Nc2cc(C)nc3c(-c4ccccc4OC)c(C)nn23)CC1	-26.6%[46.1 µM]	5.0%[38.3 µM]	-0.8%	9.9%	u	0.0%	6.5%
6	S=C(Nc1ccccc1)Nc1nc2ccccc2n1CCOc1ccc(Cl)cc1	4.1%	10.3%	u	u	u	-1.6%	1.7%
7	COc1ccc(C2C(Oc3ccccc3)C(=O)N2c2cc(C)ccc2C)cc1OC (configuration not stated)	u	21.7%[38.3 µM]	-0.2%	-2.6%	31.0%	-2.9%	-2.5%
8	O=C(CSC1CCCCC1)Nc1ccccc1Br	-15.0%	5.4%	-1.2%	0.2%	9.2%	-2.6%	-4.5%
9	COc1cccc(NC(=O)CN(C)C(C)C(=O)Nc2ccc(S(=O)(=O)N3CCCC3)cc2)c1 (configuration not stated)	-21.5%	4.3%	-0.9%	-3.4%	-16.6%[46 µM]	-5.5%	3.3%
10	CC12CCC(C(=O)Nc3ncc([N+](=O)[O-])s3)(OC1=O)C2(C)C (configuration not stated)	-9.4%[46.1 µM]	2.6%[38.3 µM]	0.0%	-1.8%	6.1%	-3.7%	10.7%
11	COCCNC(=O)CSc1nc2cc(OC)c(OC)cc2c(=O)n1CCc1ccc(S(N)(=O)=O)cc1	1.4%	1.1%	0.5%	0.9%	x	2.5%	4.8%
12	COc1ccc(NC(=S)Nc2ccc3snnc3c2)cc1	14.6%	6.7%	-2.7%	2.1%	-15.4%[46 µM]	0.0%	-4.4%
13	CCCC(=O)Nc1nc2ccc(S(N)(=O)=O)cc2s1	1.8%	-3.3%	-1.0%	-3.1%	-13.7%	6.2%	0.1%
14	O=[N+]([O-])c1ccccc1NCCOc1ccccc1	10.0%	9.3%	0.0%	-28.9%	5.2%	-5.3%	-3.0%
15	COc1cccc(NC(=O)c2csc3c2CCCC3)c1	-39.9%	12.8%	-1.3%	20.9%	20.4%[46 µM]	-11.8%	-3.0%
16	Cn1c(CCNC(=O)C2CCCCC2)nc2cc([N+](=O)[O-])ccc21	2.7%	-1.2%	-1.9%[10.1 µM]	3.3%	-13.1%[46 µM]	2.9%	4.0%
17	CC(C)=CCC/C(C)=C/CO/N=C1/C[C@@H](O)[C@@H](O)[C@@H]2[C@@H]3C(=O)N(Cc4ccc5c(c4)OCO5)C(=O)[C@H]3CC[C@@H]12	x	x	4.5%[10.1 µM]	5.0%[13.1 µM]	x	x	-6.6%[17.5 µM]
18	Nn1c(Cc2cccc3ccccc23)nnc1SCc1ccc(Cl)c(Cl)c1	6.5%	6.7%	-4.0%	-1.6%	u	-3.2%	1.5%
19	CN1/C(=C/c2cc[n+](C)c3ccccc23)C=Cc2ccccc21	u	49.5%[activator]	1.7%	-26.1%	x	u	-0.4%
20	CCOc1cc(NC(=S)NCCc2ccccc2)c(OCC)cc1NC(C)=O	-11.9%	8.4%	3.1%	-6.5%	17.8%[46 µM]	1.7%	-2.2%
21	CCNC(=O)NNC(=O)C1CC(c2cccs2)=NO1 (configuration not stated)	12.4%	0.7%	0.2%[10.1 µM]	-0.6%	2.2%[46 µM]	-2.0%	3.4%
22	O=C(C1CCCCC1)N1CCN(c2ccnc3cc(Cl)ccc23)CC1	-49.4%	x	-1.4%	8.4%	x	x	-5.9%
23	CCN(CC)C(=O)CN(c1cc2c(cc1OC)oc1ccccc12)S(=O)(=O)c1ccccc1	u	0.8%[38.3 µM]	-0.7%	3.0%	25.5%	-1.4%	0.2%
24	COCC(C)N=C1NN=C(c2c[nH]c3ccccc23)CS1 (configuration not stated)	3.6%	13.2%	-0.1%	1.2%	u	-1.7%	-1.2%
25	O=[N+]([O-])c1cc(S(=O)(=O)N2CCCC2)ccc1N/N=C/c1cccnc1	1.8%	0.8%	0.0%	4.0%	-12.5%	-1.2%	-4.9%
26	Cc1cc(N(CCO)CCO)nc(-n2nc(C)cc2C)n1	-16.3%[46.1 µM]	-9.1%[38.3 µM]	0.1%	8.3%	u	3.4%	-11.4%
27	CCc1cc(=O)oc2cc(C)c(CN3CCCCC3)c(O)c12	7.8%[46.1 µM]	-20.5%[38.3 µM]	1.9%	x	-1.4%	0.9%	0.9%
28	COc1ccccc1N1CCN(C(=O)/C=C/c2ccc3c(c2)OCO3)CC1	-14.2%[46.1 µM]	13.3%[38.3 µM]	-1.2%	-1.3%	22.6%	-1.8%	-4.1%
29	Cc1ccc2c(n1)sc1c(-c3ccc(Br)cc3)c(C#N)c(N)nc12	-15.2%[46.1 µM]	-0.5%[38.3 µM]	5.8%	4.8%	5.7%	-3.3%	1.5%
30	CN(C)c1ccc(C(=S)N2CCNCC2)cc1	8.4%	-1.9%	0.9%	4.9%	8.6%	0.2%	-0.7%
31	COc1ccc(CCNC(=O)C2CCN(C(=O)c3ccc([N+](=O)[O-])cc3)CC2)cc1	-5.3%	-1.4%	-0.1%	4.1%	-3.2%[46 µM]	2.0%	8.9%
32	c1ccc(-c2csc(N3CCCCCC3)n2)cc1	-7.2%[46.1 µM]	0.0%	0.0%	16.2%	-1.3%	1.1%	8.4%
33	COc1ccc(-c2nc(SCC(=O)Nc3cc(C)on3)n[nH]2)cc1	-7.6%[46.1 µM]	17.5%[38.3 µM]	-0.1%	3.3%	3.5%	-4.5%	-4.1%
34	CC(C)C[C@@H](CC(=O)N[C@@H](CCCN)CC(=O)N[C@@H]1CCCC[C@H]1C(=O)N[C@H](CC(=O)N[C@@H](CCC(=O)O)CC(=O)O)Cc1ccccc1)NC(=O)[C@@H]1CNCC[C@H]1N	x	14.9%	-1.1%	8.2%	x	-0.1%	14.6%
35	Cc1sc2ncnc(OCC(=O)NC(C)C(C)C)c2c1C (configuration not stated)	6.8%	22.5%	-1.2%	12.1%	x	-0.4%	-4.5%
36	CC(C)CCN(CCC(C)C)C/C(O)=C(\C#N)c1nc(-c2ccccc2)cs1	-9.9%[46.1 µM]	15.8%[38.3 µM]	10.0%	-4.5%	6.5%	1.9%	3.9%
37	Cc1cccc(-n2c(O)c(C=Nc3ccc4c(c3)OCO4)c3ccccc3c2=O)n1	-19.7%[46.1 µM]	3.2%[38.3 µM]	2.2%	-3.7%	u	7.9%	0.8%
38	Cc1ccc(CN2C(=O)CCC2C(=O)NCCCN2CCCC(C)C2)cc1 (configuration not stated)	-9.5%[46.1 µM]	5.4%[38.3 µM]	0.8%	7.3%	12.4%	-4.0%	-1.1%
39	CCn1cc(C(=O)NCc2ccco2)c(=O)c2cc(S(=O)(=O)N3CC(C)CC(C)C3)ccc21 (configuration not stated)	-10.8%[46.1 µM]	0.6%[38.3 µM]	4.3%	-2.4%	u	0.9%	-6.3%
40	O=C(O)COc1ccc2c3c(c(=O)oc2c1)CCC3	-1.3%[46.1 µM]	x	4.4%	4.9%	4.0%	x	-0.3%
41	COc1cccc(-c2nc(N3CC(C)CC(C)C3)c3ccccc3n2)c1O (configuration not stated)	-29.5%[46.1 µM]	-6.0%[38.3 µM]	-1.1%	4.0%	u	-4.7%	4.5%
42	O=C(Nc1nnc(SCc2ccccc2)s1)c1cccs1	-10.5%[46.1 µM]	27.8%[38.3 µM]	-1.1%	5.9%	0.4%	-7.7%	0.2%
43	CN(Cc1ccccc1)C(=O)COC(=O)c1cc(NS(=O)(=O)c2cccs2)ccc1O	-6.4%	13.5%	-0.3%	-6.8%	-18.3%[46 µM]	7.0%	-6.3%
44	Cc1nc2ccccn2c1C(=O)NC1CCCc2ccccc21 (configuration not stated)	-0.9%	16.0%	-3.9%	2.9%	x	0.8%	-3.7%
45	O=C(Nc1ccccc1)C12CC3CC(C1)CC(n1cnc([N+](=O)[O-])n1)(C3)C2	-9.4%[46.1 µM]	-1.0%[38.3 µM]	-1.4%	-1.3%	8.1%	-7.0%	-9.9%
46	OCC1(Cc2ccccc2)CCN(Cc2cc3ccccc3o2)CC1	21.9%	10.2%	2.3%	0.6%	4.5%[46 µM]	-5.2%	-8.9%
47	CC(=O)NC(=S)Nc1cccc([N+](=O)[O-])c1	3.4%	-3.7%	0.1%	1.4%	x	0.4%	-7.5%
48	Cc1ccc(OCC(=O)N/N=C/C=C/c2ccco2)cc1	-16.3%[46.1 µM]	-5.1%[38.3 µM]	-1.7%	-12.0%	6.1%	0.5%	0.0%
49	COc1cc2c(cc1OC)CN(C(=S)Nc1c(C)cccc1C)CC2	-3.9%	3.5%	0.0%	0.2%	2.2%	-1.3%	2.9%
50	Cc1ccc(C(=O)c2sc3nsc(C)c3c2N)cc1	u	72.7%[activator][38.3 µM]	-4.4%	17.6%	12.7%	-4.5%	0.6%

(listing goes on)
#	canonical_smiles	NPSR antagonist	IMPase Li cell	Epigenetic derep	CBFb RUNX1 block	Lamin A splicing	KinaseGlo FLuc	aGal spleen mod
51	Cc1ccc(C(=O)NCC(c2ccc(F)cc2)N2CCOCC2)cc1 (configuration not stated)	3.8%	x	0.0%	14.2%	x	x	-3.9%
52	CN1CC(c2ccccc2)C2(SC(=S)N(Cc3ccco3)C2=O)C12C(=O)Nc1ccccc12 (configuration not stated)	10µM*	22.4%[38.3 µM]	-0.5%	-24.9%	u	-3.4%	-9.4%
53	CCCOC(=O)c1[nH]c2c(c1C)C(=O)CC(c1ccc(OC)c(OC)c1)C2 (configuration not stated)	7.1%	-9.3%	0.2%	2.8%	6.8%	1.0%	-5.0%
54	CSc1ccccc1-c1nnc(-c2ccc(C)cc2)o1	u	-6.9%[38.3 µM]	2.5%	10.8%	4.8%	1.8%	5.2%
55	Cc1cc(Cl)ccc1OCCCC(=O)OCC(=O)c1c(N)n(C)c(=O)n(C)c1=O	5.9%[7.67 µM]	x	0.0%	8.6%	x	x	-5.3%

Screening results as filed in PubChem BioAssay.
